CHO-K1 Ca PAM – M1 PAM counterscreen hit in parental CHO-K1 cells; ATP EC20, Fluo-8 calcium fluorescence; 0% at ATP EC20, 100% at ATP max; activation, % at 3 µM; actives 0.02% (n = 360,000);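 active means activation above the run cutoff, the mean activation of all test compounds plus 3 SD, cut at about 40% in these data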;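 further: peak over basal fluorescence ratio in a 140 s read after ATP addition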
CHO-K1 Ca antag – nonselective inhibitor or artifact in parental CHO-K1 cells | actives 0.6% (n = 360,000) | inhibition, % at 3 µM | ATP-induced calcium, Fluo-8 fluorescence;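 active means inhibition above a per-plate cutoff, the plate's mean sample inhibition plus 3 SD, cut at about 24% in these data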;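 further: 0% = DMSO plus EC80 ATP and 100% = DMSO alone without ATP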
TAAR1 antagonist – human TAAR1 antagonism. Q96RJ0. actives 1.5% (n = 360,000). CHO RD-HGA16 TAAR1, Fluo-8 calcium fluorescence, antagonist. inhibition, % at 3 µM. AID 624466;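 active means inhibition above a per-plate cutoff, the mean inhibition of test compounds on that plate plus 3 SD, cut at about 49% in these data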;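 further: 0% = DMSO plus EC80 beta-PEA response and 100% = DMSO alone without agonist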
Target sequence (Q96RJ0 whole entry, looked up): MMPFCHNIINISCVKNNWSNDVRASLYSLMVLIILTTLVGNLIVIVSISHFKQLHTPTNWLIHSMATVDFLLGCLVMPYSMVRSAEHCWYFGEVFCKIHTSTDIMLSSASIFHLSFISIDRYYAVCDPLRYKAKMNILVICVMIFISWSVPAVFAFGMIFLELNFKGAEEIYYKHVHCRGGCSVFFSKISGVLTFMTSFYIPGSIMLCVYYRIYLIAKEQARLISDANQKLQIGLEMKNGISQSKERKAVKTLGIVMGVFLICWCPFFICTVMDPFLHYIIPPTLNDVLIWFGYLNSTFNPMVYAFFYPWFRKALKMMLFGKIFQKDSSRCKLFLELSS
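Test system – hTAAR1-expressing CHO RD-HGA16 cells, Gα16-coupled · Reagent – β-PEA at EC80 concentration, post-compound challenge · Compound dosing – 3 µM, single point · Timing – 140 s kinetic read after compound, 140 s after agonist · Detection – Fluo-8 intracellular calcium dye fluorescence, real-time kinetic reads · Control set – DMSO and EC80 PEA controls · Repeats – n of 1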
TAAR1 agonist – human TAAR1 agonism | CHO RD-HGA16 TAAR1, Fluo-8 calcium fluorescence; vehicle wells 0%, saturating PEA agonist 100% | activation, % at 3 µM | actives 0.99% (n = 360,000);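 active means activation above the mean activation of all test compounds in the run plus 3 SD, cut at about 38% in these data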
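Repeats: no replicates (n 1) | Material: CHO-derived RD-HGA16 cells with stable Gα16 and human TAAR1 | Technique: Kinetic Fluo-8 calcium fluorescence | Schedule: 17-24 h seeding, 75 min 37 °C dye, 30 min RT | Evaluation: % activation from peak over basal fluorescence ratio, DMSO-to-PEA scaled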
OXTR potentiate – potentiates the human oxytocin receptor response. P30559. CHO-OTR cells, Fluo-8 calcium fluorescence, potentiator mode; 0% = oxytocin EC15, 100% = EC100. activation, % at 3 µM. actives 0.061% (n = 320,000). AID 2445;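 active means activation above that plate's cutoff, the mean activation of tested compounds plus 3 SD, cut at about 6.6% in these data, passing the limit was not always enough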;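 further: 100% uses oxytocin at 75 nM as the full agonist control; some results filed as inactive read as strong as hits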
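System: human OTR in CHO cells / Also added: sub-maximal oxytocin, roughly EC15 / Control set: EC15 oxytocin low, 75 nM oxytocin high / Schedule: 6 min compound pre-incubation at room temperature, 100 s kinetic read / Compound: single-point 3.0 µM / Replication: singlicate / Technique: Fluo-8 calcium dye fluorescence / Read-out basis: % activation of max/min ratio relative to oxytocin controls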
CHO-K1 Ca ag – M1 agonist counterscreen hit in parental CHO-K1 cells | activation, % at 3 µM | actives 0.48% (n = 360,000) | AID 602248 | Fluo-8 calcium fluorescence; scaled to maximal ATP response, vehicle zero; in the data active means activation above about 15%;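 further: untransfected CHO-K1 host cells lacking M1 receptor as counterscreen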
CHRM1 agonist – agonists of human M1 muscarinic receptor; P11229; CHO-K1 hM1, Fluo-8 calcium fluorescence, agonist mode; 0% DMSO, 100% acetylcholine EC100; activation, % at 3 µM; actives 0.33% (n = 360,000); AID 588814;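 active means activation above the run's mean compound activation plus 3 SD, cut at about 16% in these data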;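 further: peak over basal fluorescence ratio within a 140 s kinetic read after compound addition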
Target sequence (P11229 whole entry, looked up): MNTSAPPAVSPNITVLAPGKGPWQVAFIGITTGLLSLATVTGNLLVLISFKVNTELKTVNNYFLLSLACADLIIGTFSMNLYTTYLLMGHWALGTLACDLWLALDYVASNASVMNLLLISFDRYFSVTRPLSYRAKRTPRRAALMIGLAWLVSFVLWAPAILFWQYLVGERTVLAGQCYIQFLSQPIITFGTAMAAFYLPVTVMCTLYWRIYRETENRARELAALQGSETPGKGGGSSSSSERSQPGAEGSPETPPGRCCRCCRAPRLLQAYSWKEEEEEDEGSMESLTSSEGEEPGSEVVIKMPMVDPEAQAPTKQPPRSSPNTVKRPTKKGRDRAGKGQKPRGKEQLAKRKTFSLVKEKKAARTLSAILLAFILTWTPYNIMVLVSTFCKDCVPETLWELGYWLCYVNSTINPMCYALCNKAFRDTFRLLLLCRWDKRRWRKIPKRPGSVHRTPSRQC
CHRM1 antagonist – human CHRM1 antagonism; P11229; CHO-K1 hM1, Fluo-8 calcium fluorescence, ACh EC80 antagonist; inhibition, % at 3 µM; actives 1.3% (n = 360,000);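 active means percent inhibition above its own plate's cutoff, namely the mean of that plate's compound wells plus 3 SD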;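 further: peak over basal fluorescence ratio during 140 s after agonist addition; 0% = ACh EC80 plus DMSO and 100% = DMSO alone without agonist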
CHO parental Ca – counter-screen for OX1R antagonists: effect in parental CHO cells | parental CHO-K1, ATP-induced calcium, Fluo-8 fluorescence | inhibition, % at 5.6 µM | actives 0.63% (n = 330,000) | AID 463079;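 active means inhibition above that plate's mean sample inhibition plus 3 SD, cut at about 26% in these data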;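 further: 0% = ATP-challenged DMSO wells and 100% = DMSO wells without ATP; some compounds past the cut are filed as inactive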
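Material: parental CHO cells / Compound: single nominal dose of 5.6 µM per compound / Signal: Fluo-8 fluorescence / Replicates: singlicate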
* = called active by the depositor.

Screening CCOC(=O)c1c[nH]c2c(C)ccc(Cl)c2c1=O returned CHO-K1 Ca PAM -8, CHO-K1 Ca antag 6, TAAR1 antagonist 21, TAAR1 agonist 6, OXTR potentiate -15, CHO-K1 Ca ag 3.0, CHRM1 agonist -5, CHRM1 antagonist 13 and CHO parental Ca -10.
Screening COc1cc2c(cc1OC)C(c1ccccc1)N(S(C)(=O)=O)CC2 (stereo not drawn) returned CHO-K1 Ca PAM 13, CHO-K1 Ca antag -9, TAAR1 antagonist -5, TAAR1 agonist 4, OXTR potentiate -2, CHO-K1 Ca ag 3.9, CHRM1 agonist -2, CHRM1 antagonist 9 and CHO parental Ca -8.
Screening O=C(Nc1ccc2c(c1)OCCO2)C1CCCN(S(=O)(=O)Cc2ccccc2)C1 (stereo not drawn) returned CHO-K1 Ca PAM 16, CHO-K1 Ca antag -1, TAAR1 antagonist 17, TAAR1 agonist 3, OXTR potentiate -6, CHO-K1 Ca ag 1.8, CHRM1 agonist -5, CHRM1 antagonist -2 and CHO parental Ca -24.
COc1ccc(-n2c(=O)/c(=C\c3cccs3)s/c2=C(/C#N)C(=O)NCCN2CCOCC2)cc1 was read as CHO-K1 Ca PAM 17, CHO-K1 Ca antag -15, TAAR1 antagonist -1, TAAR1 agonist 1, OXTR potentiate -2, CHO-K1 Ca ag 1.9, CHRM1 agonist -2, CHRM1 antagonist -9 and CHO parental Ca -8.
For Oc1cc2c(cc1O)[C@@H](c1ccccc1)CNCC2 the results were CHO-K1 Ca PAM -3, CHO-K1 Ca antag 3, TAAR1 antagonist -6, TAAR1 agonist 20, CHO-K1 Ca ag 0.7, CHRM1 agonist -4 and CHRM1 antagonist -36.
Screening CCn1c(SCC(=O)N(C)C2CCS(=O)(=O)C2)nnc1-c1cccs1 (stereo not drawn) returned CHO-K1 Ca PAM 7, CHO-K1 Ca antag -3, TAAR1 antagonist -14, TAAR1 agonist 7, OXTR potentiate 2, CHO-K1 Ca ag 0.2, CHRM1 agonist -3, CHRM1 antagonist -2 and CHO parental Ca 0.
Screening CCOC(=O)N1CCN(CC(=O)c2ccc(O)c(C)c2O)CC1 returned CHO-K1 Ca PAM 5, CHO-K1 Ca antag -12, TAAR1 antagonist -9, TAAR1 agonist 4, OXTR potentiate -2, CHO-K1 Ca ag 2.2, CHRM1 agonist 3, CHRM1 antagonist 3 and CHO parental Ca -2.
Screening O=S(=O)(Nc1cccc(S(=O)(=O)N2CCOCC2)c1)c1ccc(Cl)s1 returned CHO-K1 Ca PAM -7, CHO-K1 Ca antag 16, TAAR1 antagonist 1, TAAR1 agonist 2, OXTR potentiate 2, CHO-K1 Ca ag 0.5, CHRM1 agonist 5, CHRM1 antagonist 0 and CHO parental Ca -13.
For O=C(NCCOc1ccccc1F)C1CCC(=O)N(CCc2cccc(F)c2)C1 (stereo not drawn) the results were CHO-K1 Ca PAM -6, CHO-K1 Ca antag -5, TAAR1 antagonist -14, TAAR1 agonist 3, OXTR potentiate -12, CHO-K1 Ca ag 0.1, CHRM1 agonist -2, CHRM1 antagonist -7 and CHO parental Ca -20.
For CC1CCCCN1C(=O)COc1ccc(F)cc1 (stereo not drawn) the results were CHO-K1 Ca PAM -9, CHO-K1 Ca antag 21, TAAR1 antagonist -3, TAAR1 agonist 5, OXTR potentiate -3, CHO-K1 Ca ag 2.7, CHRM1 agonist -3, CHRM1 antagonist 17 and CHO parental Ca -2.
For O=P(C(=NCCO)NO)(N1CCOCC1)N1CCOCC1 the results were CHO-K1 Ca PAM -6, CHO-K1 Ca antag -5, TAAR1 antagonist -6, TAAR1 agonist 8, OXTR potentiate -11, CHO-K1 Ca ag 0.0, CHRM1 agonist -2, CHRM1 antagonist -13 and CHO parental Ca -6.
`CCSc1nc2ccccc2n1C(=O)c1ccc(S(=O)(=O)N2CCCCC2)cc1` gave CHO-K1 Ca PAM 17, CHO-K1 Ca antag -1, TAAR1 antagonist 13, TAAR1 agonist 0, OXTR potentiate -3, CHO-K1 Ca ag 8.5, CHRM1 agonist -5, CHRM1 antagonist -3 and CHO parental Ca 12.

Among those listed so far, these have fluorine:
For O=C(NCCOc1ccccc1F)C1CCC(=O)N(CCc2cccc(F)c2)C1 (stereo not drawn) the results were CHO-K1 Ca PAM -6, CHO-K1 Ca antag -5, TAAR1 antagonist -14, TAAR1 agonist 3, OXTR potentiate -12, CHO-K1 Ca ag 0.1, CHRM1 agonist -2, CHRM1 antagonist -7 and CHO parental Ca -20.
For CC1CCCCN1C(=O)COc1ccc(F)cc1 (stereo not drawn) the results were CHO-K1 Ca PAM -9, CHO-K1 Ca antag 21, TAAR1 antagonist -3, TAAR1 agonist 5, OXTR potentiate -3, CHO-K1 Ca ag 2.7, CHRM1 agonist -3, CHRM1 antagonist 17 and CHO parental Ca -2.

Other entries.
COc1ccccc1CN1CC(C(=O)NCc2cccc(C)n2)CCC1=O (stereo not drawn) was read as CHO-K1 Ca PAM 5, CHO-K1 Ca antag -12, TAAR1 antagonist -13, TAAR1 agonist 1, OXTR potentiate -1, CHO-K1 Ca ag 0.1, CHRM1 agonist -4, CHRM1 antagonist 17 and CHO parental Ca -11.
COc1ccccc1N(CC(=O)NCCSCc1ccc(Cl)cc1)S(C)(=O)=O was read as CHO-K1 Ca PAM -5, CHO-K1 Ca antag 9, TAAR1 antagonist 14, TAAR1 agonist 7, OXTR potentiate -21, CHO-K1 Ca ag 8.8, CHRM1 agonist -1, CHRM1 antagonist -4 and CHO parental Ca -19.
For O=C(CCCSc1nc2ccccc2s1)Nc1nccs1 the results were CHO-K1 Ca PAM -2, CHO-K1 Ca antag 6, TAAR1 antagonist -18, TAAR1 agonist 14, OXTR potentiate -17, CHO-K1 Ca ag 1.0, CHRM1 agonist -3, CHRM1 antagonist 5 and CHO parental Ca -11.
For CCN1CCN(C(=O)Cn2c(=O)sc3ccccc32)CC1 the results were CHO-K1 Ca PAM 7, CHO-K1 Ca antag -6, TAAR1 antagonist -27, TAAR1 agonist 1, OXTR potentiate -4, CHO-K1 Ca ag 0.6, CHRM1 agonist -6, CHRM1 antagonist -7 and CHO parental Ca 3.
`Cc1ccc(S(=O)(=O)N2CCCCC2)cc1NC(=O)Cn1ncc(Cl)c(Cl)c1=O` gave CHO-K1 Ca PAM 10, CHO-K1 Ca antag -2, TAAR1 antagonist -21, TAAR1 agonist 7, OXTR potentiate -2, CHO-K1 Ca ag -0.2, CHRM1 agonist -8, CHRM1 antagonist -3 and CHO parental Ca 9.
Screening O=C(COc1ccc(C(=S)N2CCOCC2)cc1)Nc1ccccc1C(F)(F)F returned CHO-K1 Ca PAM -5, CHO-K1 Ca antag -7, TAAR1 antagonist 7, TAAR1 agonist 5, OXTR potentiate 0, CHO-K1 Ca ag 1.3, CHRM1 agonist -3, CHRM1 antagonist -13 and CHO parental Ca -6.
For Cc1ccccc1Oc1nc2ccccn2c(=O)c1/C=C(\C#N)C(=O)Nc1c(C)n(C)n(-c2ccccc2)c1=O the results were CHO-K1 Ca PAM -7, CHO-K1 Ca antag 3, TAAR1 antagonist -21, TAAR1 agonist 0, OXTR potentiate -1, CHO-K1 Ca ag -0.1, CHRM1 agonist -6, CHRM1 antagonist 2 and CHO parental Ca -2.
For C=C(C)CNC(=S)N/N=C/C1=CCC2CC1C2(C)C (stereo not drawn) the results were CHO-K1 Ca PAM 21, CHO-K1 Ca antag -16, TAAR1 antagonist -1, TAAR1 agonist 3, OXTR potentiate -7, CHO-K1 Ca ag -0.1, CHRM1 agonist -11, CHRM1 antagonist -2 and CHO parental Ca -33.
`Cc1ccc(OCCC(=O)Nc2ccc(S(=O)(=O)Nc3nccs3)cc2)cc1` gave CHO-K1 Ca PAM -7, CHO-K1 Ca antag -1, TAAR1 antagonist -2, TAAR1 agonist 2, OXTR potentiate 4, CHO-K1 Ca ag -0.1, CHRM1 agonist -2, CHRM1 antagonist -1 and CHO parental Ca 0.
Cc1ccccc1-c1noc(CCC(=O)NCCc2ccccc2)n1 was read as CHO-K1 Ca PAM 8, CHO-K1 Ca antag 3, TAAR1 antagonist -22, TAAR1 agonist 20, OXTR potentiate -4, CHO-K1 Ca ag 6.8, CHRM1 agonist -4, CHRM1 antagonist 7 and CHO parental Ca -8.
For COc1cc(OC)c(C(=O)Oc2ccc3c(c2)OCO3)cc1OC the results were CHO-K1 Ca PAM 27, CHO-K1 Ca antag -18, TAAR1 antagonist -22, TAAR1 agonist 2, OXTR potentiate 3, CHO-K1 Ca ag 1.2, CHRM1 agonist -1, CHRM1 antagonist -29 and CHO parental Ca -7.
O=C(O)CSc1nnc(Nc2ccccc2)n1-c1ccccc1 was read as CHO-K1 Ca PAM 25, CHO-K1 Ca antag -12, TAAR1 antagonist -33, TAAR1 agonist 3, OXTR potentiate -5, CHO-K1 Ca ag 0.9, CHRM1 agonist -8, CHRM1 antagonist -12 and CHO parental Ca -3.
For COc1cccc(NC(=S)N2CCN(C/C=C/c3ccccc3)CC2)c1 the results were CHO-K1 Ca PAM 12, CHO-K1 Ca antag -3, TAAR1 antagonist 8, TAAR1 agonist 13, OXTR potentiate -16, CHO-K1 Ca ag 0.2, CHRM1 agonist -4, CHRM1 antagonist -4 and CHO parental Ca -24.
For Cc1ccc(CNC(=O)CO/N=C/c2ccc3c(c2)OCO3)cc1 the results were CHO-K1 Ca PAM 24, CHO-K1 Ca antag -15, TAAR1 antagonist 7, TAAR1 agonist -2, OXTR potentiate -5, CHO-K1 Ca ag 1.2, CHRM1 agonist -7, CHRM1 antagonist -4 and CHO parental Ca -23.
Screening COc1cc(NC(=O)c2ccc(Cl)cc2Cl)ccc1NC(=O)c1cccs1 returned CHO-K1 Ca PAM 13, CHO-K1 Ca antag -6, TAAR1 antagonist 0, TAAR1 agonist 1, OXTR potentiate -13, CHO-K1 Ca ag 11, CHRM1 agonist -2, CHRM1 antagonist -8 and CHO parental Ca -14.
Screening CC12CCC(=O)N1C(C(=O)OCC(=O)Nc1cccc(S(=O)(=O)N3CCCCCC3)c1)CS2 (stereo not drawn) returned CHO-K1 Ca PAM -11, CHO-K1 Ca antag 3, TAAR1 antagonist 10, TAAR1 agonist 20, OXTR potentiate -14, CHO-K1 Ca ag 7.9, CHRM1 agonist -1, CHRM1 antagonist 11 and CHO parental Ca -16.
For COC(=O)c1[nH]c2ccccc2c1NC(=O)CN1CC(C)OC(C)C1 (stereo not drawn) the results were CHO-K1 Ca PAM 7, CHO-K1 Ca antag 5, TAAR1 antagonist -8, TAAR1 agonist 2, OXTR potentiate -14, CHO-K1 Ca ag 1.8, CHRM1 agonist -1, CHRM1 antagonist -1 and CHO parental Ca -9.
